TRHR agonist – activates the human TRH receptor; activation, % at 2 µM; hit rate 0.18% among 360,000; P34981; TRHR cells, calcium flux fluo-8, FDSS agonist mode; in the data active = activation above about 30%; note: 0% is about no effect
Target sequence (P34981 whole entry, looked up): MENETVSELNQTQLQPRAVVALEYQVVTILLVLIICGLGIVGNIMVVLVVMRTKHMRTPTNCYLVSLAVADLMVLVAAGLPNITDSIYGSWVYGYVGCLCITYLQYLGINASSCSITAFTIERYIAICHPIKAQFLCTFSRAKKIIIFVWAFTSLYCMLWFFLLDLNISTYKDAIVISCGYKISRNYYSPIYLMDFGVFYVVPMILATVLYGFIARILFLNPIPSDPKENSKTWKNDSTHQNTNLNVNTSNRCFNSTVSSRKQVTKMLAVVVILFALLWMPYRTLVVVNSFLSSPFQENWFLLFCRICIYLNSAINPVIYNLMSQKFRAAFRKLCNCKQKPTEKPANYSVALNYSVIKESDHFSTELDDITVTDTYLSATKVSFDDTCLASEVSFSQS
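In this calcium-flux screen, cells bearing human TRHR are dye-loaded with fluo-8, baselined for 10 cycles, then exposed to library compounds; positive kinetic calcium responses during the agonist phase mark hits, with TRH as control.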
ERG Ets-DNA blk – ERG Ets/DNA interaction inhibition. hit rate 0.028% among 370,000. AID 624246. fluorescence polarization, His-ERG Ets domain / labelled DNA. P11308. Potency, µM (highest dose often 76.9 µM), for inactives: at the highest dose FP activity, negative = inhibition, hits mostly inhibitors; active = well fitted inhibition curve with a large enough effect in the polarisation, with a control signal flat; inconclusive = small, poorly fitted or top-dose-only effect, or effect the other way, or a change in a side signal; inactive = no such curve, though single readings can be large or run the other way; the % refers to the polarisation;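 note: polarization taken with two DNA probes labelled with fluorescein and Texas red; potency is the fitted concentration of half-maximal effect; % of control where 0% means no effect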
Target sequence (P11308 whole entry, looked up, the tested form may be a part): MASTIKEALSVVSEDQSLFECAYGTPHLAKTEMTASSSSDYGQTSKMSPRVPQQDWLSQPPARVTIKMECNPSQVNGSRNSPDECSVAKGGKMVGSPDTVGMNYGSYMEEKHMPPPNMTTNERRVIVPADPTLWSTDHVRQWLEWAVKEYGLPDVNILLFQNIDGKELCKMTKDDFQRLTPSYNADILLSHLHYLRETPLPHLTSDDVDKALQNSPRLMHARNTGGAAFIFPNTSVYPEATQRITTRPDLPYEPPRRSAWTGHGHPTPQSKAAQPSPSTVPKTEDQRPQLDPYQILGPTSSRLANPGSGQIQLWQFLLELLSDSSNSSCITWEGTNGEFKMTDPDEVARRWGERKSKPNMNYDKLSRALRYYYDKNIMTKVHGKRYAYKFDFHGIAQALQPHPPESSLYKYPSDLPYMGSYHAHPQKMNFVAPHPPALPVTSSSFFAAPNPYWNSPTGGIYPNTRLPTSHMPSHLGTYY
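His-tagged ERG Ets domain (1 uM in the protein solution; 300mM KCl, 50mM Tris-HCl, 1mM EDTA, 1mM DTT, pH 7.5) received compound, then a probe mix of 5 nM fluorescein-DNA and 100nM Texas-615-DNA. Fluorescence polarization was read for both dyes.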
POLB inh – blocks human DNA polymerase beta activity | AID 485314 | Potency, µM (titrated, usually from 114 µM), for the others: at the top dose activity change, negative = inhibition, actives largely listed as inhibitors | hit rate 1.3% among 340,000 | P06746 | Pol beta primer extension/strand displacement, fluorescence kinetic; note: potency is the fitted concentration of half-maximal effect; % is set by controls: 0 for no effect and ±100 for the full control effect
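Pol beta (10 nM) was preincubated with compound for 15 min at room temperature. The reaction was then started with 50 nM substrate and read immediately and after a further 10 min at room temperature.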
Anesthetic bind – binds horse apoferritin like a general anesthetic. P02791. apoferritin/1-aminoanthracene competitive binding, fluorescence. Potency, µM (doses to about 77.5 µM), for the others: top-dose activity change, negative = displacement, actives largely listed as inhibitors. hit rate 0.074% among 350,000. AID 485281; note: potency is the fitted concentration of half-maximal effect; % is set by controls: 0 for no effect and ±100 for the full control effect; nearly all actives have a fitted effect of over 20% in size
Target sequence (P02791 2-175 limits assumed): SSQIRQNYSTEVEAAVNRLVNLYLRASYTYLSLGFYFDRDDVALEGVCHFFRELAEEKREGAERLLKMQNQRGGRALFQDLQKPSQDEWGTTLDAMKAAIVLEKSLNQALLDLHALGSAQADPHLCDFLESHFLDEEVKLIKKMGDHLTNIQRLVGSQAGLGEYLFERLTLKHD
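Concentration-response curves derived by four-parameter Hill fitting of normalized fluorescence, where compounds displaced 1-AMA from 10 uM horse apoferritin following a brief 10 min room-temperature incubation; propofol titration acted as positive control.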
BLM helicase inh – blocks DNA unwinding by human BLM helicase; recombinant BLM DNA unwinding, fluorescence dequenching; Potency, µM (top dose mostly 56.1 µM), without a hit: top-dose activity change, negative = inhibition, most hits filed as inhibitors; hit rate 0.2% among 350,000;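 note: potency is the fitted concentration of half-maximal effect; plate controls were vehicle for no effect and no enzyme for full effect; nearly all actives have a fitted effect of over 35% in size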
Pol kappa inh – inhibitors of human DNA polymerase kappa; Q9UBT6; purified Pol kappa, fluorescent DNA synthesis assay, 10 min; Potency, µM (series often up to 107 µM), without a hit: top-dose activity, negative = inhibition, most hits filed as inhibitors; hit rate 0.53% among 400,000; AID 588579; note: potency is the fitted concentration of half-maximal effect; % is set by controls: 0 for no effect and ±100 for the full control effect
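Kinetic fluorescence readout at 0 and 10 min followed reaction start with substrate at 50 nM final. Beforehand, enzyme (10 nM Pol kappa) stood 15 min with compound at room temperature; buffer-only wells were negative controls.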
Pol iota inh – blocks human DNA polymerase iota activity; Pol iota fluorescent replication assay, 10 min; Potency, µM (highest dose often 115 µM), for inactives: at the top dose activity, negative = inhibition, most hits filed as inhibitors; hit rate 1% among 390,000; AID 588590; note: potency is the fitted concentration of half-maximal effect
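Fluorescent replication assay read twice, at 0 min and 10 min after adding 50 nM (final) substrate. Enzyme (10 nM) and compounds were first incubated 15 min at room temperature; enzyme-free buffer wells were negative controls.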
12-LOX inh – inhibitors of human 12S-lipoxygenase ALOX12; Potency, µM (titrated, usually from 108 µM), for inactives: at the top dose activity change, negative = inhibition, actives largely listed as inhibitors; purified 12hLO, xylenol orange hydroperoxide absorbance; hit rate 1.1% among 580,000; P18054; note: potency is the fitted concentration of half-maximal effect; % is set by controls: 0 for no effect and ±100 for the full control effect
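Hydroperoxide product was detected by ferrous iron/xylenol orange as the 573 to 405 nm absorbance ratio. Arachidonic acid at 40 uM (final) was turned over for 30 min at room temperature by 150 nM human 12hLO, pH 7.0 Hepes buffer, after 15 min compound preincubation.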
APE1 inh – blocks human APE1 abasic DNA cleavage; P27695; recombinant APE1, TAMRA/BHQ-2 abasic DNA cleavage fluorescence; Potency, µM (doses to about 65.8 µM), without a hit: at the highest dose activity change, negative = inhibition, hits mostly inhibitors; hit rate 0.35% among 350,000;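 note: potency is the fitted concentration of half-maximal effect; plate controls were vehicle for no effect and reference inhibitor for full effect; nearly all actives have a fitted effect of over 55% in size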
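Compound pre-exposure to 0.75 nM APE1, 15 min at ambient temperature. Reaction initiated with 50 nM TAMRA/BHQ-2 THF substrate, read immediately in kinetic mode, 525 nm excitation, 598 nm emission.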
Active calls of the source: *; i = inactive; ? = inconclusive; · = no result given; & = joins results of further samples; [ ] = another dose, or the depositor's remark. Unless noted, calls come from the whole dose curve; as a rule, active = well fitted curve in the direction sought with a large enough effect; inconclusive = small, poorly fitted or top-dose-only effect, or another doubt; inactive = no such curve, though single readings can be large; an effect the other way counts as inactive or inconclusive.

SMILES	TRHR agonist	ERG Ets-DNA blk	POLB inh	Anesthetic bind	BLM helicase inh	Pol kappa inh	Pol iota inh	12-LOX inh	APE1 inh
CCS(=O)(=O)NC(C)C(c1cccs1)N1CCN(c2ccc(OC)cc2)CC1 (stereo not drawn)	0.6	-2%	0%	-16%	0%	-2%	12%	-1%	-3%
CC(C)C(=O)NCCCc1ccccc1	0.2	-4%	6%	-16%	0%	-11%	10%	?	-7%
O=C(CCl)NCCCN(C(=O)C(Cl)Cl)c1ccc([N+](=O)[O-])cc1	-1.1	13%	-15%	-5%	-4%	16%	-1%	0%	-1%
O=C(NCCN1CCN(c2ccccc2)CC1)c1ccc(NC(=O)C2CCCO2)cc1 (stereo not drawn)	-0.7	-2%	17%	-13%	0%	-24%	10%	-3%	-1%
CC(=O)c1ccc(NC(=O)c2ccc(-c3nc(CSc4ccc(C)cc4)c(C)o3)cc2)cc1	0.3	-4%	0%	0%	-4%	-2%	18%	?	·
Cc1ccc2[nH]c(=O)c(-c3nc4c(C)cccn4c3NCc3ccco3)cc2c1	0.0	1%	2%	-13%	-7%	-17%	20%	?	-2%
C/C(=N/Nc1ccccc1[N+](=O)[O-])c1ccc(C)c([N+](=O)[O-])c1	0.2	-4%	0%	-11%	1%	7%	9%	4%	2%
CCC(C)Sc1c(C(C)C)cnc2c1c(=O)n(C)c(=O)n2C (stereo not drawn)	-0.5	-6%	-15%	?	-2%	-3%[60.1 µM]	-18%	?	·
CCOC(=O)C1(Cc2ccccc2)CCN(Cc2ccc3cc(NC(C)=O)ccc3n2)CC1	4.0	2%	-12%	-5%	-3%	-10%	51%[activator]	?	-6%
CCOC(=O)Cc1csc(NC(=S)NC(=O)c2ccc(F)cc2)n1	13	-1%	15%	-12%	-4%	-2%	7%	0%	13%
O=C(NCCN1C(=O)C2C3C=CC(C3)C2C1=O)NCc1ccccc1 (stereo not drawn)	-0.8	-8%	-8%	-5%	-1%	1%	6%	456%[activator]	-1%
Cc1cccc(CCNC(=O)c2cccc(N3CCCC3=O)c2)c1	-0.1	-6%	61%	-6%	0%	-18%	1%	-7%	17%
CCc1ccc(C(=O)NNC(=O)Cn2c(=O)cnc3ccccc32)cc1	-0.2	-5%	·	·	·	0%	5%	9%	21%
CCOC(=O)C(C)N1CC(=O)N(c2ccccc2)C1=O (stereo not drawn)	·	15%	·	·	·	5%	35%[activator]	12%	·
Cn1c(=O)c2c(ncn2Cc2cc(-c3ccccc3)no2)n(C)c1=O	0.5	-3%	-1%	2%	-9%	-10%	6%	9%	-1%
CCN1CCN(C(c2ccccc2)c2c(O)cc(C)n(Cc3ccco3)c2=O)CC1 (stereo not drawn)	0.1	-6%	4%	52%[activator]	-2%	-13%[60.1 µM]	8%	1%	·
O=C(C1CCCN1S(=O)(=O)c1ccc(Cl)cc1)N1CCN(c2ccccc2)CC1 (stereo not drawn)	·	-8%	·	·	·	-18%	2%	-23%	-3%
C/C(=N\Nc1nc(C)cc(-c2ccccc2)n1)c1ccc(F)cc1	0.4	5%	29%	2%	-2%	-3%	-18%	30%	23%
O=C(c1ccc(N2CCN(C(=O)c3ccc(F)c(F)c3)CC2)cc1)c1cccc(F)c1	1.5	4%	29%	-7%	-12%	6%	?	?	42%[activator]
Cc1ccc(OCC(=O)c2cc(C)n(CC(F)(F)F)c2C)c([N+](=O)[O-])n1	0.3	-2%	11%	-20%	-4%	-16%	9%	122%	-4%

Some entries already given, showing only BLM helicase inh, Pol iota inh and APE1 inh:
SMILES	BLM helicase inh	Pol iota inh	APE1 inh
O=C(NCCN1CCN(c2ccccc2)CC1)c1ccc(NC(=O)C2CCCO2)cc1 (stereo not drawn)	0%	10%	-1%
CC(=O)c1ccc(NC(=O)c2ccc(-c3nc(CSc4ccc(C)cc4)c(C)o3)cc2)cc1	-4%	18%	·

Continued:
SMILES	TRHR agonist	ERG Ets-DNA blk	POLB inh	Anesthetic bind	BLM helicase inh	Pol kappa inh	Pol iota inh	12-LOX inh	APE1 inh
Cc1ccccc1-c1cc(N(C)Cc2ccco2)ncn1	·	·	·	·	2%	-21%[60.1 µM]	·	-18%	-2%
CC(C)(C)OC(=O)C[C@H]1C/C=C\C[C@@H](CC(=O)N(CCO)Cc2ccccc2)C(=O)N[C@@H](c2ccccc2)COC1=O	·	10%	·	·	·	2%	-34%	-4%	-14%
CCc1cccc2c(C(=O)Cn3nnc(-c4ccc(OC)c(OC)c4)n3)c[nH]c12	2.0	10%	?	?	-10%	-10%	?	2%	0%
O=C(CN1C(=O)COc2ccccc21)NCCCN1CCc2ccccc2C1	0.2	·	3%	-4%	-5%	-2%	0%	-14%	0%
COc1coc(C(O)CN)cc1=O (stereo not drawn)	0.1	9%	13%	6%	-2%	-7%	16%	4%	1%
CCOc1ccccc1NC(=O)CN1CCC(NC(=O)Nc2ccccc2)CC1	-1.2	1%	40%	4%	-1%	-15%	21%	?	2%
Cc1nnc2n(-c3ccccc3)c(=O)c3c4c(sc3n12)COC(C(C)C)C4 (stereo not drawn)	-0.2	-3%	29%	-11%	-1%	5%	-1%	3%	?
COc1ccccc1-c1nc(C#N)c(NCCCn2ccnc2)o1	0.1	11%[15.4 µM]	-4%	11%	3%	4%	59%[activator]	0%	-11%
CC(=O)NC(CC(=O)Nc1nc(-c2ccccc2)c(C(C)=O)s1)c1ccccc1 (stereo not drawn)	0.2	?	7%	1%	-4%	-2%	2%	-24%	29%
CCCn1c(SCC(=O)C(C)(C)C)nc2ccccc21	-1.4	-5%	15%	-12%	-4%	-4%	4%	0%	-4%
CC1CCCN(c2cc(N(C)CCO)c([N+](=O)[O-])c3nonc23)C1 (stereo not drawn)	-0.4	0%	8%	-22%	0%	-21%	45%[activator]	-12%	0%
O=C(Nc1ccc2c(c1)OCO2)c1cccc(S(=O)(=O)N2CCOCC2)c1	·	4%	·	·	·	-18%	15%	0%	·
CC1CCN(S(=O)(=O)c2ccc(NC(=O)CCN3C(=O)C4CC=CCC4C3=O)cc2)CC1 (stereo not drawn)	-0.1	4%	·	·	·	-5%	4%	i	1%
COc1cc(CC(=O)Nc2cccc(S(=O)(=O)N(C)c3ccccc3)c2)cc(OC)c1OC	·	-3%	·	·	·	-2%	-14%	30%	-12%
O=C(O)CCC(=O)Nc1ccc(Cc2ccc(NC(=O)CCC(=O)O)c(O)c2)cc1O	-2.3	-6%	0%	-5%	3%	-41%	?	-5%	-8%
NS(=O)(=O)c1ccc(NC(=O)Nc2ccc3c(c2)OCO3)cc1	-0.1	-2%	-7%	-4%	-13%	-10%	19%	0%	32%
O=C(Nc1c(C(=O)NCc2ccco2)cnn1-c1ccccc1)c1ccc(F)cc1	-1.6	0%	16%	6%	2%	0%	-6%	-5%	6%
CCC1(c2ccccc2)NC(=O)N(CC(=O)N2CCN(S(=O)(=O)c3ccccc3)CC2)C1=O (stereo not drawn)	-0.2	10%	-2%	5%	1%	1%	-9%	-1%	16%
CCOc1ccc(C(=O)Nc2ccc3[nH]ncc3c2)cc1	-0.4	-2%	69%	-3%	1%	5%	-15%	2%	5%
Cc1cc(C)c(S(=O)(=O)NCc2ccncc2)c(C)c1	2.4	-13%	7%	-14%	2%	13%	-3%	-28%	-1%
COc1cccc(CNC(=O)Cn2cccc2)c1	·	0%	?	-8%	-4%	-7%	12%	1%	1%
CCC/C(=C1/C(=O)CC(C)(C)C(C(=O)OC)C1=O)N1CCCC1 (stereo not drawn)	0.4	-5%	4%	-11%	-2%	-3%	0%	?	0%
CCOC(=O)N1CCC(NC(=S)Nc2ccc3nc(N4CCN(C)CC4)cc(C)c3c2)CC1	-1.4	-1%	-9%	4%	-12%	5%	48%[activator]	3%	1%
Cc1cc(C)nc(N2CCC(C(=O)O)CC2)n1	0.6	-2%	0%	-8%	-3%	-37%	?	-5%	-1%
CC(C)N(Cc1cc2ccccc2[nH]c1=O)C(=O)c1cccnc1	0.1	-10%	9%	-8%	2%	5%	6%	165%[activator]	-7%
CCOC(=O)c1c(NC(=O)CSc2nnc(-c3ccco3)o2)sc(C)c1C	0.5	2%	-24%	?	-13%	-25%	14%	-6%	-6%
COc1ccc(N(CC(=O)Nc2cc(C(=O)O)ccc2C)S(=O)(=O)c2c(C)noc2C)cc1	-0.4	7%	10%	-4%	-4%	-3%	11%	0%	25%
COc1ccc(NC(=O)Cn2nc(C)c3nn(-c4ccc(Cl)cc4)c(C)c3c2=O)cc1	-0.7	0%	-8%	-22%	-8%	-5%[60.1 µM]	9%	-32%	·
NC1=NC(=O)C(Cc2ccc(OC(F)(F)F)cc2)S1 (stereo not drawn)	0.0	5%	20%	-14%	-2%	-5%	24%	9%	28%
NC(=S)NNc1cccc(Cl)c1	-0.1	2%	2%	4%	0%	2%	?	?	1%
COc1ccc(-c2nnn(CC(=O)N(CCCO)C(C(=O)NC3CCCC3)c3ccc(F)cc3)n2)cc1 (stereo not drawn)	-0.2	-5%	27%	-13%	3%	-11%	74%[activator]	-2%	1%
Cc1ccc(-c2nn3c(C)nnc3s2)cc1NC(=O)C(C)C	0.3	-1%	11%	-8%	0%	-4%	-3%	157%[activator]	1%
O=C(CNc1ccccc1Cl)Nc1cc(S(=O)(=O)N2CCOCC2)ccc1Cl	0.6	-1%	·	·	·	-7%	-18%	9%	-2%
NC(=O)CCC(NS(=O)(=O)c1ccc(Cl)cc1)C(=O)NCc1ccc(Cl)cc1 (stereo not drawn)	-0.1	21%	20%	-5%	2%	2%	-7%	-27%	18%
O=C(NCc1ccccn1)C1(C(F)(F)F)C/C(=C\CCO)CCCO1 (stereo not drawn)	·	-6%	·	-1%	2%	-1%&-7%	-6%&-6%	4%	2%

Bioassay records (PubChem)

A portion of the library, so the mix of outcomes need not match the whole.
